# Dicer inh = human Dicer pre-microRNA cleavage inhibition. Q9UPY3. cat-ELCCA pre-miR-21 Dicer processing, chemiluminescence; stronger effect = higher value. z-score at 25 µM. 47,000 compounds, 6% hits; in the data active = z-score above about 3, passing the limit was not always enough;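 also: plate controls were vehicle for no effect and no enzyme for full effect; higher signal means more uncleaved substrate so more Dicer inhibition; strong numbers were not always called active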
# Target sequence (Q9UPY3 whole entry, looked up): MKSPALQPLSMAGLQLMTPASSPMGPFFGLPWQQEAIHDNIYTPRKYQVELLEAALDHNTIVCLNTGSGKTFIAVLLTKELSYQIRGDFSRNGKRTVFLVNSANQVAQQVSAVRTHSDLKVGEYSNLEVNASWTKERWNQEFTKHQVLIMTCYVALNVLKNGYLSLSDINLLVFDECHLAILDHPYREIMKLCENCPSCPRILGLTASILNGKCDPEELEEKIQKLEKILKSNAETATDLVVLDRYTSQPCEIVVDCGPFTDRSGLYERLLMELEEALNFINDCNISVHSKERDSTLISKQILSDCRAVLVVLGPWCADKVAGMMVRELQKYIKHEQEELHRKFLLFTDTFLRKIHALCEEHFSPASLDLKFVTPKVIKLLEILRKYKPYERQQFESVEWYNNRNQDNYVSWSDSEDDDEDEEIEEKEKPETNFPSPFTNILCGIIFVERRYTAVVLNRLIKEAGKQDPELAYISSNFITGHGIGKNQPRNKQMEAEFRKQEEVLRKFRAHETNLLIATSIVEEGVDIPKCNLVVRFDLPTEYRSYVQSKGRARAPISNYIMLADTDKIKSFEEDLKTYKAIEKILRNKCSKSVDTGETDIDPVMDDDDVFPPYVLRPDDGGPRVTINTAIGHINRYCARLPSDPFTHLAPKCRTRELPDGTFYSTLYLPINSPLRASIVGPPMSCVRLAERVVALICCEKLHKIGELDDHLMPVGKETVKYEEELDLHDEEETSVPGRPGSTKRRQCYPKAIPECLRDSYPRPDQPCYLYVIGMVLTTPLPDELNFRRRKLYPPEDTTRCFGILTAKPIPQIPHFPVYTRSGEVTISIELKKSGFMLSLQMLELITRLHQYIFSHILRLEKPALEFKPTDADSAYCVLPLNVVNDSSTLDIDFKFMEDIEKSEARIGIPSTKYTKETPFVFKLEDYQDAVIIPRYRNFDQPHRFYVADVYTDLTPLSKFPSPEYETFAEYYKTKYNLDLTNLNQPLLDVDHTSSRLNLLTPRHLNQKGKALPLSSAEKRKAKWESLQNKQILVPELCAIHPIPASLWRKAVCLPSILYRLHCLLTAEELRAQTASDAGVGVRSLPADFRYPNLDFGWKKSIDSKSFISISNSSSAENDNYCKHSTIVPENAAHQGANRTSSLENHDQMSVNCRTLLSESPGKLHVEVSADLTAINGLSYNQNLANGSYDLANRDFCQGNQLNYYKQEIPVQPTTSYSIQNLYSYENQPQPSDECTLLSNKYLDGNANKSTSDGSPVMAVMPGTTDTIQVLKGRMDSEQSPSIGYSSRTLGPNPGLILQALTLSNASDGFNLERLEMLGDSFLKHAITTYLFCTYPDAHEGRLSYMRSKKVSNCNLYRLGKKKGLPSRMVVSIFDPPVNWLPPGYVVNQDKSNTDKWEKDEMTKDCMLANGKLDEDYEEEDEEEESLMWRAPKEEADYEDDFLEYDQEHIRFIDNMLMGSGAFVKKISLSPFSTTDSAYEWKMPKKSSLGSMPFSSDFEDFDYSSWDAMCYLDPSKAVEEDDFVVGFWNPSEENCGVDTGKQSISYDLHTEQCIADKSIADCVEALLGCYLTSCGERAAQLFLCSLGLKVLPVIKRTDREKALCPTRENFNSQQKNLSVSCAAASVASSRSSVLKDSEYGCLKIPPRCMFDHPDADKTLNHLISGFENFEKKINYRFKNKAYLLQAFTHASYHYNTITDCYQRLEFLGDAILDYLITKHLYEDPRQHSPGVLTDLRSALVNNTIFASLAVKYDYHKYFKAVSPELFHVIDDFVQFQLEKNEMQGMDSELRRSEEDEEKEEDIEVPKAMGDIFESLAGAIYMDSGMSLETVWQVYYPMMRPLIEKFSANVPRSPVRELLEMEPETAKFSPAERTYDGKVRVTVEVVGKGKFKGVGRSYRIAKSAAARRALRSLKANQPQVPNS
# Numbers without * were called inactive.
SMILES,Dicer inh
c1ccc(CN2CN=C(Nc3nc4ccccc4o3)NC2)cc1,37
CCOC(=O)c1cc(-c2ccccc2)sc1NC(=O)CSc1nnc(-c2ccco2)o1,-1.1
CCOC(=O)C1CCN(S(=O)(=O)c2ccc3c(c2)OCCO3)CC1,-0.02
O=C(OCCN=C1NS(=O)(=O)c2ccccc21)c1ccc(F)cc1,0.1
CCC(=O)c1ccc2c(c1)N(CCCN(C)C)c1ccccc1S2,-0.77
O=C(CSc1ccc(F)c(Cl)c1)c1ccc2c(c1)OCCO2,-0.94
Cc1ccc(C(=O)Nc2cc(C#N)c3[nH]c4ccccc4n3c2=O)cc1,0.33
Nc1nc2c(c(=O)[nH]1)N(C=O)C(CNc1ccc(C(=O)N[C@@H](CCC(=O)O)C(=O)O)cc1)CN2 (stereo partly drawn),0.43
COC(=O)c1csc(S(=O)(=O)Nc2ccc(Cl)cc2)c1OC,1.2
O=C1c2ccc3c4c(ccc(c24)C(=O)N1c1ccccc1)C(=O)N(c1ccccc1)C3=O,-0.71
Cn1c2c(c(=O)[nH]c1=O)C(c1ccc(Cl)cc1)C1=C(N2)c2ccccc2C1=O (stereo not drawn),2.7
O=C(CSc1nc2ccccc2nc1N1CCOCC1)NCC1CCCO1 (stereo not drawn),3*
O=C(O)C1(c2ccc3c(c2)OCCO3)CCCC1,0.09
COC(=O)CSc1nc(N2CCCCC2)c2c(c1C#N)CCCC2,-1.5
CC(C)(C)c1ccc(Oc2ccc(NC(=O)Nc3ccccc3)cn2)cc1,-0.87
O=C(O)c1cccc2cccc(S(=O)c3ccccc3CO)c12 (stereo not drawn),-0.98
CN1C(C(=O)c2ccccc2)=C(OC(=O)c2ccc(Br)cc2)c2ccccc2S1(=O)=O,-3.1
O=S(=O)(c1c(Cl)sc(Cl)c1Br)N1CCCC1,-0.32
O=C(O)CN1C(=O)c2ccccc2S1(=O)=O,1.6
COCCOC(=O)C1=C(C)NC2=C(C(=O)CC(C)(C)C2)C1c1ccc(OC)cc1OC (stereo not drawn),-0.24

# Two entries from above, tab-delimited:
molecule	Dicer inh
O=C(O)C1(c2ccc3c(c2)OCCO3)CCCC1	0.09
COC(=O)CSc1nc(N2CCCCC2)c2c(c1C#N)CCCC2	-1.5

# By substructure: the entries above with a Cl atom.
SMILES,Dicer inh
O=C(CSc1ccc(F)c(Cl)c1)c1ccc2c(c1)OCCO2,-0.94
COC(=O)c1csc(S(=O)(=O)Nc2ccc(Cl)cc2)c1OC,1.2
Cn1c2c(c(=O)[nH]c1=O)C(c1ccc(Cl)cc1)C1=C(N2)c2ccccc2C1=O (stereo not drawn),2.7
O=S(=O)(c1c(Cl)sc(Cl)c1Br)N1CCCC1,-0.32

# The results go on:
SMILES,Dicer inh
Cc1occc1C(=O)C(C#N)=C(NCc1cccnc1)NCc1cccnc1,0.12
CC(C)(C)C(=O)N1NC(=Nc2ccccc2)SC1(C)C,-1.2
CCOC(=O)C1CCN(c2cc(C(F)(F)F)nc3ccc(Br)cc23)CC1,2.6
Cn1c(CSc2cccs2)nnc1SCc1c(Cl)cccc1Cl,0.02
O=C(CC1(O)C(=O)N(CCc2ccccc2)c2ccc(Br)cc21)c1cccnc1 (stereo not drawn),2.3
COc1cc(-c2csc(N)n2)ccc1O,1.5
O=S(=O)(c1cc(Br)c(Cl)s1)N1CCC(Cc2ccccc2)CC1,-0.25
O=C(O)c1c(-c2ccccc2)oc2ccc(O)cc12,0.94
Cc1cc(C)c2c(n1)sc1c(Sc3nccn3C)ncnc12,2.4
C=CCN1C(=O)C(O)(CC(=O)c2ccc(C)s2)c2cc(Br)ccc21 (stereo not drawn),3
COc1ccc(OC)c(S(=O)(=O)N(C(=O)C(C)C)c2ccc3oc(=O)sc3c2)c1,-0.44
CCn1c[n+](CC(O)COc2ccc(F)cc2)c2cc(C)c(C)cc21 (stereo not drawn),1.5
CC(=O)Oc1ccc(N2C(=O)C3CC(C)=C(C)CC3C2=O)cc1 (stereo not drawn),-0.08
Cc1c(NCC(=O)N(c2ccccc2)C2CCCCC2)cccc1[N+](=O)[O-],1.2
CN1[C@@H]2CC(OC(=O)[C@H](CO)c3ccccc3)C[C@H]1[C@@H]1O[C@@H]12 (stereo partly drawn),1.8
O=C(NNC(=O)c1cnn(-c2ccccc2)n1)c1ccc(Cl)c(Cl)c1,1.3
O=C(Nc1ccc(Cl)cc1)N1CCSCC1,0.83
Cc1cc(N)n2ncc(-c3ccccc3)c2n1,0.44
COc1ccccc1C1C(C#N)=C(C)NC2=C1C(=O)CC(c1ccccc1)C2 (stereo not drawn),0.45
Cc1cc(=O)oc2n[nH]c(CSc3ccc(Cl)cc3)c12,-3
C=CCSC1=C(C#N)C(c2ccc(O)c(OC)c2)CC(=O)N1 (stereo not drawn),0.35
CCc1nnc(NC(=O)c2cc3ccccc3c(=O)o2)s1,-2.2
CCOc1ccccc1-c1nc(-c2ccncc2)no1,-0.61
COc1ccc2c(c1)-c1c(sn(-c3ccccc3OC)c1=S)C(C)(C)N2,6.6*
COc1ccc(-c2nc(C#N)c(NCCc3ccccc3)o2)cc1,-1.2
O=c1cc(C(F)(F)F)[nH]n1-c1nc2ccccc2s1,0.2
CCOC(=O)c1ccc(OC)c(OC)c1Cl,-1.1
Nc1ncnc2c1ncn2[C@@H]1O[C@H](COP(=O)(O)OP(=O)(O)OP(=O)(O)OP(=O)(O)OC[C@@H]2O[C@H](n3cnc4c(N)ncnc43)C(O)[C@@H]2O)[C@H](O)C1O (stereo partly drawn),-0.51
O=S(=O)(Nc1ccc(C(F)(F)F)cc1)c1ccc(S(=O)(=O)c2ncc(C(F)(F)F)cc2Cl)s1,-1.3
COc1ccc(-c2cc(C(=O)N/N=C/c3ccc([N+](=O)[O-])cc3)c3ccc(C)cc3n2)cc1OC,2.8
Nc1nc(SCC(=O)NCCO)nc2sc3c(c12)CCCC3,1.3
Cc1ccc(C(=O)CSc2ncn[nH]2)cc1,0.44
COc1ccc(S(=O)(=O)Nc2nnc(C(C)C)s2)cc1,0.14
CCC(C)n1nnc2c(=O)oc3ccccc3c21 (stereo not drawn),0.61
CC(C)NC(=O)O/N=C/c1csc([N+](=O)[O-])c1,0.58
CCCCC#Cc1ccc(C(=O)NNC(=S)NC)o1,0.48
Cc1ccc(-c2cc3nccc(-c4ccc5c(c4)N(C)C(=O)CO5)n3n2)cc1,0.29
O=C(Nc1ccno1)NN1CCOCC1,-1.1
Cc1c(-c2ccnc(NC(=O)c3ccc(Cl)cc3)n2)sc2ccc(Cl)cc12,0.48
O=C(O)CS/C(=N\S(=O)(=O)c1ccccc1)Nc1cccc(Cl)c1,0.3
Cc1c(-c2ccccc2)nnn1-c1cc(Cl)cc(Cl)c1,15
O=[N+]([O-])c1cnc(N2CCOCC2)c(C(F)(F)F)c1,1.2
O=C(CSc1n[nH]c(=O)n1C1CC1)c1ccc(N2CCOCC2)cc1,-0.51
Cc1ccc(C2OC3(C(=O)c4ccccc4C3=O)C3C(=O)N(c4ccccc4Cl)C(=O)C23)cc1 (stereo not drawn),1.5
CCOC(=O)/C=C(\C)NN=C(c1ccccc1)c1ccccc1,-0.98
CC(=O)OCC(CCn1cnc2cnc(N)nc21)COC(C)=O,3.4
Cc1ccc(S(=O)(=O)Nc2cccc(-c3nnc(Cc4cc(F)cc(F)c4)o3)c2)cc1,0.28
N#Cc1ccc(CSC2=NCCCN2C2CCCCC2)cc1,-0.2
CCCOc1ccccc1C1C(C(=O)OCC)=C(C)NC2=C1C(=O)CC(C)(C)C2 (stereo not drawn),-0.79
CCN(CC)S(=O)(=O)c1cc(C)cc(S(=O)(=O)c2ccc(Cl)cc2)c1C,0.99
Cc1ncc([N+](=O)[O-])n1Cc1ccccc1F,-0.7
CCN(CC)c1ccc(NC(=O)c2ccc(Cl)cc2)c(N(CC)CC)n1,1.5
C(=C/c1nnnn1-c1ccccc1)/Nc1ccccc1,0.33
O=C(Nc1cccc(Cl)c1)OCc1ccc2c(c1)OCO2,0.78
CCOc1cc(-c2ccccc2)nc(SCc2c(F)cccc2Cl)n1,1.1
O=C(CSc1nc2cc(Cl)ccc2o1)c1cccc([N+](=O)[O-])c1,0.86
CC1=CC(C)C(C(=O)O)C(C(=O)Nc2cccnc2)C1 (stereo not drawn),2.4
COc1ccc(C(=O)/C=C/Oc2ccc(Cl)cc2)cc1,4.4*
Clc1ccc(CSc2nnc(SCc3ccc(Cl)cc3)s2)cc1,0.51
COC(Cn1c(-c2ccc(C)cc2)n[nH]c1=S)OC,-1.6

# The list goes on:
SMILES,Dicer inh
COc1ccc(C2C(C(=O)OC3CCCCC3)=C(C)NC3=C2C(=O)CC(C)(C)C3)cc1OC (stereo not drawn),-0.17
CN(C)C(=O)C(C)(C)Oc1cc(C(F)(F)F)n(C)n1,0.07
CCCCC(=O)N(c1ccc2oc(=O)sc2c1)S(=O)(=O)c1cccs1,-3.9
N#C/C(=C\Nc1cc(C(F)(F)F)cc(C(F)(F)F)c1)C(=O)Nc1ccc(Cl)cc1,-3.8
CCC1(C)Cc2[nH]c(=O)c(C(=O)O)cc2CO1 (stereo not drawn),0.23
Cn1nc(-c2ccc(S(=O)(=O)NNC(=O)c3cccc(Cl)c3)s2)cc1C(F)(F)F,1.6
Cc1ccc(C(=O)/C=C/C=C/C=C/N(C)C)cc1,4.5*
COc1cc(C2c3c(oc4ccccc4c3=O)C(=O)N2c2ccc(C)cn2)ccc1O (stereo not drawn),4.3*
O=C(O)[C@H]1CCCC[C@H]1C(=O)NCCC1=CCCCC1,-0.86
CC(C)c1ccc(C2C3CCc4ccccc4C3=NN2CCO)cc1 (stereo not drawn),3.1*
Cc1ccc(NC(=O)O/N=C/c2c(C)nn(C(C)(C)C)c2C)cc1Cl,0.23
Cc1cc(-c2ccccc2)nc2c1/C(=N\O)CC(C)(C)C2,-0.42
O=C(CC1C(=O)NCCN1C(=O)Nc1ccc(OCc2ccccc2)cc1)Nc1ccc(F)cc1 (stereo not drawn),0.22
O=C(c1ccco1)c1cn(CC(=O)N2CCCCC2)c2ccccc12,-0.63
Cc1ccc(S(=O)(=O)NNC(=S)Nc2ccc(Br)c(C)c2)cc1,2.6
COc1ccc(-n2c(N)cc(=O)[nH]c2=O)cc1,-2.3
O=C1SC(Nc2cccc(Cl)c2)C(=O)N1c1ccccc1 (stereo not drawn),0.86
Cc1nnc(SCC(=O)Nc2nccs2)s1,0.3
Cc1ccccc1-n1nc(C(=O)O)c(C)c(C#N)c1=O,1.7
CCc1ccc(C2CC(=O)NC(SCC(=O)OCc3ccccc3)=C2C#N)cc1 (stereo not drawn),-1
CC1CCCC(C)N1C(=O)CSc1nc(-c2ccco2)cc(C(F)(F)F)n1 (stereo not drawn),0.12
COc1cc(-n2c(CCc3nc(-c4ccc(Cl)cc4)no3)n[nH]c2=S)c(OC)cc1Cl,-0.93
Cc1ccc(/C=C2\NC(=S)NC2=O)cc1,4.7*
CCCN1C(=O)C2(/C(=C(/O)c3ccc(C)cc3)C(=O)C(=O)N2CCCOC)c2ccccc21 (stereo not drawn),1.2
CCCCc1ccc(NC(=O)Nc2cc(C)nn2C)cc1,-2
O=C(CSc1nnc(C2CCNCC2)o1)c1ccc(Cl)cc1,1.6
CSc1cccc(OC(F)(F)F)c1NC(=O)C(C)(C)C,-0.26
COC(=O)CSc1nnnn1-c1ccc(C(=O)OC)cc1,2.7
Cc1ccc(C2Nn3c(C)nnc3SC2C(=O)Nc2cc(C)cc(C)c2)cc1 (stereo not drawn),-0.85
Cc1ccc(S(=O)(=O)NC2=NCN(Cc3cccnc3)CN2)cc1,4.5*
CCCC(C)NC(=O)Cn1cnc2c1c(=O)n(C)c(=O)n2C (stereo not drawn),1.8
Clc1ccccc1CSC1=NCCCN1,-0.13
CN(C)CCC(=O)c1ccc2c(c1)OCCO2,-0.03
Cc1c(N=Cc2ccc(-c3cccc([N+](=O)[O-])c3)o2)c(=O)n(-c2ccccc2)n1C,-1.8
O=C(COC(=O)c1ccccc1Nc1ccccc1F)c1ccccc1,-6.3
Cc1c(Cc2ccccc2Cl)c(NCCCn2ccnc2)n2c(nc3ccccc32)c1C#N,-0.6
C=CCc1ccc(OC(C)C(=O)Nc2sc3c(c2C(N)=O)CCC3)c(OC)c1 (stereo not drawn),-0.14
CCOC(=O)/C(=C\Nc1ccc(F)cc1)[N+](=O)[O-],0.61
COc1ccc2nc(/N=C/c3ccccc3[N+](=O)[O-])sc2c1,0.84
CC(C)(C)c1ccc(-c2cc(NC(=O)c3ccc(Cl)cc3)n[nH]2)cc1,1.5

# Sorted by molar mass (ascending): some entries from above.
SMILES,Dicer inh
COc1ccc2nc(/N=C/c3ccccc3[N+](=O)[O-])sc2c1,0.84
C=CCc1ccc(OC(C)C(=O)Nc2sc3c(c2C(N)=O)CCC3)c(OC)c1 (stereo not drawn),-0.14
Cc1c(Cc2ccccc2Cl)c(NCCCn2ccnc2)n2c(nc3ccccc32)c1C#N,-0.6

# Going on with the list:
SMILES,Dicer inh
CSc1cc(-c2ccc(Oc3ccccc3)cc2)nn1C(=O)Nc1ccccc1,-0.84
CCCN(CCC)c1nc(Cl)nc(NCCN2CCOCC2)n1,2.8
Cc1ccccc1CN(C)CCc1ccccn1,0.86
Cc1ccc(S(=O)(=O)NC(=O)Nc2ccc(OC(F)F)cc2)cc1,-1.5
Cc1cc(NC(=O)c2cc3ccccc3c(=O)o2)no1,-2
COC(=O)CSCC(=O)Nc1scc(C)c1C(N)=O,-1.3
Cn1cnc2c1c(=O)n(Cc1ccccc1F)c(=O)n2C,2.3
CCOC(=O)CN1C(=O)N(CC(=O)c2ccccc2)C(c2ccccc2)(c2ccccc2)C1=O,-0.93
O=C1CC(c2ccccc2)Nc2ccc3ccccc3c21 (stereo not drawn),2
CN(NC(=O)c1ccc(Cl)cc1)c1ncc(C(F)(F)F)cc1Cl,0.34
CCCOc1ccc(N2C(=O)C3C4C=CC(C)(O4)C3C2=O)cc1 (stereo not drawn),-1.3
COC(=O)c1c(C)oc2ccc(NS(=O)(=O)c3cc(OC)ccc3OC)cc12,-2.7
CCn1c2c(c(=O)[nH]c1=O)C(c1ccc(C(C)(C)C)cc1)C1=C(N2)c2ccccc2C1=O (stereo not drawn),0
CN(C(=O)c1ccc(C(C)(C)C)cc1)C(=O)N(C)C(=O)c1ccc(C(C)(C)C)cc1,1.4
Brc1ccc2c(c1)CN(C1CCCCC1)CO2,1.5

# Given with bars between the fields: part of the list above
smiles | Dicer inh
Cn1cnc2c1c(=O)n(Cc1ccccc1F)c(=O)n2C | 2.3
CCOC(=O)CN1C(=O)N(CC(=O)c2ccccc2)C(c2ccccc2)(c2ccccc2)C1=O | -0.93

# Screens from PubChem BioAssay.

# Some of the compounds tested (hit frequency here may not be typical).
